GASC-1 inh: blocks human GASC-1 demethylase activity; GST-JMJD2C(1-420) H3K9me3 demethylation, DELFIA europium; hit rate 0.069% among 330,000; AID 2099; inhibition, % at 2.35 µM; Q9H3R0;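 active = more than half of a compound's replicate wells show inhibition beyond 50%, single wells judged on their own value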;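 also: signal counts dimethyl H3K9 product captured on neutravidin plate; 0% = median of DMSO wells and 100% = 0.3 times that DMSO median; strong numbers were not always called active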
CTSL1 counter: counter-screen for PFM18AAP inhibitors: inhibitors of F. hepatica cathepsin L1; recombinant F. hepatica cathepsin L1, Z-Leu-Arg-MCA fluorescence; inhibition, % at 5.96 µM; hit rate 0.49% among 300,000;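 active = inhibition above the mean of all tested compounds plus 3 SD, set per screening campaign, cut at about 17% in these data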;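 also: 0% = plate median of test compound wells and 100% = 1 µM Z-Phe-Ala-diazomethylketone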
TPT1 inhibitor: C. albicans TPT1 enzyme inhibition. recombinant caTPT1, FP RNA substrate dephosphorylation. inhibition, % at 5 µM. hit rate 0.81% among 300,000. AID 1962;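 active = inhibition above the mean of all tested compounds plus 3 SD, set per screening campaign, cut at about 24% in these data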;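 also: plate controls were DMSO alone for no effect and ferristatin control at 100 nM for full effect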
EBNA-1 inh: blocks EBNA-1 binding to DNA; AID 1950; EBNA-1 DNA binding, fluorescence polarization; inhibition, % at 14.8 µM; hit rate 0.34% among 300,000; in the data active = inhibition above about 28%
PP5 inh: blocks human protein phosphatase 5 activity. P53041. purified PP5c, OMFP substrate fluorescence. inhibition, % at 6.7 µM. hit rate 0.18% among 320,000. AID 1987;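 active = inhibition above the campaign's mean inhibition across all tested compounds plus 3 SD, cut at about 9.5% in these data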;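 also: 0% = DMSO only and 100% = 100 µM cantharidin control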
Target sequence (P53041 whole entry, looked up): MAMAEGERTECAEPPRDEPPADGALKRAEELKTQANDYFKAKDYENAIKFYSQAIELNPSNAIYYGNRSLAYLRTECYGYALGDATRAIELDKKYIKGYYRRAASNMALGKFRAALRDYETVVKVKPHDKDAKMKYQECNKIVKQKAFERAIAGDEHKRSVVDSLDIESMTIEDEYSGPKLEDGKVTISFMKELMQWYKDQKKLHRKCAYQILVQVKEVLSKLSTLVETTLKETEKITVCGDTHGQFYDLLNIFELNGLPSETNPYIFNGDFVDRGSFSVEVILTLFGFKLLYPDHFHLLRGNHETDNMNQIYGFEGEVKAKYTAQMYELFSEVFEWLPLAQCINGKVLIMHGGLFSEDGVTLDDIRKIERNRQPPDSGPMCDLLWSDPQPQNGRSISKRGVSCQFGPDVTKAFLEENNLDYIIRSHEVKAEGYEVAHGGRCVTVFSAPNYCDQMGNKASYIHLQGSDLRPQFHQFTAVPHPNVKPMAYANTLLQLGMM
core dimer inh: blocks dimerization of HCV core protein; TR-FRET GST/Flag-core106 dimerization, 1536-well; inhibition, % at 5 µM; hit rate 0.33% among 300,000; AID 1899;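 active = inhibition above the mean of all tested compounds plus 3 SD, set per screening campaign, cut at about 45% in these data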
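Assay system: GST-tagged and Flag-tagged HCV core protein residues 1-106 / Times: compound-protein-antibody incubation 4 h at 22.5 °C / Signal: time-resolved FRET, ex 340 nm, em 617 and 671 nm / Evaluation: % inhibition based on acceptor/donor emission ratio / Benchmarks: wells lacking GST-core106 and wells with excess unlabelled core106 / Repeats: singlicate, one well per compound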
PP1 inh: PP1-alpha (human) inhibition in PP5 counter-screen. hit rate 0.9% among 320,000. purified PP1alpha, OMFP fluorescence. P62136. inhibition, % at 6.7 µM;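 active = inhibition above the mean inhibition of all tested compounds plus 3 SD, computed separately for each screening campaign, cut at about 15% in these data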
Target sequence (P62136 whole entry, looked up): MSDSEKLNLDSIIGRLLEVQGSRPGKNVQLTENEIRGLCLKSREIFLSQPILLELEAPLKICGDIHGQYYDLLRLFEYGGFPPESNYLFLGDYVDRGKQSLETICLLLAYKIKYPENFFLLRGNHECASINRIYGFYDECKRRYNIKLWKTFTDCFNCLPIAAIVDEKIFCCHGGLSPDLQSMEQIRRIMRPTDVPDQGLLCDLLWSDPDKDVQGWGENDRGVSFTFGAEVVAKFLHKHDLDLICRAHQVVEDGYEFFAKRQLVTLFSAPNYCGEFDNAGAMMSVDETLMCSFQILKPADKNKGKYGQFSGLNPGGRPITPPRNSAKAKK
ZTA counter: ZTA (EBV) inhibition in EBNA-1 counter-screen. P03206. inhibition, % at 11 µM. hit rate 0.15% among 320,000. ZTA-DNA binding, fluorescence polarization; in the data active = inhibition above about 33%
Target sequence (P03206 whole entry, looked up): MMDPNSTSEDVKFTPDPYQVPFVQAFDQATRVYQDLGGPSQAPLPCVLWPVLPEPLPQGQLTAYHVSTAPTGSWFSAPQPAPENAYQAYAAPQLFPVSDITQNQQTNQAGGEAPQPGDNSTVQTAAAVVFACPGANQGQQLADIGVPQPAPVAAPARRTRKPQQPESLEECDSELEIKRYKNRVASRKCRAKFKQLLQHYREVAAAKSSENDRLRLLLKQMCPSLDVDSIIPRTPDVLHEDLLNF
Yeast superoxide: yeast age-related superoxide inhibition as caloric restriction mimetic; S. cerevisiae aged cells, superoxide DHE fluorescence; active compounds read low; superoxide response (% of plate mean), % at 10 µM; hit rate 0.18% among 330,000; AID 2690;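 active = superoxide response under a set limit, about three screen SD below normal, cut at about 65% in these data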;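 also: yeast aged for seven days with compound at 30 °C before DHE staining; 100% = average MFI of all compound-treated wells on the plate with controls excluded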
Numbers without * were called inactive; x = no result given.

Keys – A = GASC-1 inh; B = CTSL1 counter; C = TPT1 inhibitor; D = EBNA-1 inh; E = PP5 inh; F = core dimer inh; G = PP1 inh; H = ZTA counter; I = Yeast superoxide
COc1ccc(CCNc2ncccc2C#N)cc1OC
  A: -13.7	B: -3.0	C: 1.0	D: -11.5	E: -2.4	F: -3.2	G: -6.5	H: -7.8	I: 123.9
COc1ccc(O)c(C2=Nc3ccccc3N=C(c3ccco3)C2)c1
  A: 3.1	B: 0.0	C: 0.5	D: -16.0	E: 3.4	F: 0.7	G: -0.4	H: 4.3	I: 97.0
COc1cc(=O)[nH]c(=O)n1CC(=O)c1ccccc1
  A: -7.6	B: 6.2	C: 10.7	D: -7.2	E: 1.7	F: 1.1	G: -4.9	H: -6.6	I: 119.2
BrC(/C=N/N1CCN(Cc2ccccc2)CC1)=C/c1ccccc1
  A: -11.1	B: -0.7	C: -2.0	D: -4.1	E: 0.6	F: -0.7	G: -0.8	H: -6.5	I: 102.8
CC(=O)N1c2c(ccc3ccccc23)C(C)CC12CCCCC2 (configuration not stated)
  A: 26.2	B: -1.0	C: -1.6	D: 11.3	E: -0.7	F: 6.0	G: -3.0	H: 8.5	I: 100.5
Cc1cc(Br)c(NC(=O)COC(=O)CSc2nnc(-c3ccc(Cl)cc3)o2)c(Br)c1
  A: -2.6	B: 0.2	C: 6.0	D: 1.7	E: -0.3	F: 6.7	G: -0.3	H: -7.1	I: 101.8
CC(C)c1ccc(NC(=O)Cn2c(=O)oc3cccnc32)cc1
  A: 2.2	B: 1.8	C: 1.1	D: -5.0	E: 3.3	F: 0.0	G: -9.5	H: -4.4	I: 109.7
C=CCOc1ccc(CNCc2cccnc2)cc1OCC
  A: -1.0	B: 1.8	C: -0.9	D: -1.0	E: 2.8	F: -0.5	G: -2.2	H: -3.8	I: 94.3
COc1cccc(-c2cc(C(=O)NCC3CCCO3)on2)c1 (configuration not stated)
  A: 5.6	B: 0.3	C: 2.0	D: -22.4	E: 1.3	F: -5.5	G: -1.0	H: -11.8	I: 68.6
CC1(C)CC(=O)C2=C(C1)Nc1ncnn1C2c1cccs1 (configuration not stated)
  A: -6.0	B: -3.3	C: 3.2	D: -4.0	E: 0.3	F: -1.1	G: -2.4	H: -0.4	I: 90.3
CCOC(=O)CSc1nc(-c2ccccc2)nc2ccc(C)cc12
  A: 2.5	B: 1.6	C: -1.3	D: -3.1	E: 0.7	F: 12.0	G: 1.8	H: -1.4	I: 97.7
COc1cc(C(C)=O)ccc1OCCCOc1cccc2cccnc12
  A: 5.9	B: -0.1	C: -4.4	D: 3.8	E: 2.3	F: 1.4	G: -2.9	H: -8.0	I: 105.5
CCOC(=O)C1(C)/C(=N/Nc2ccc(Cl)cc2)C(=O)C(=O)N1c1ccccc1 (configuration not stated)
  A: 4.0	B: 4.8	C: 1.6	D: -5.5	E: 0.3	F: 20.0	G: -0.2	H: 5.2	I: 104.2
Cc1ccc(OCc2nnc(SCC(=O)Nc3ncc(C)s3)o2)cc1
  A: 4.8	B: -1.2	C: -4.4	D: -1.2	E: 0.3	F: 3.0	G: 0.3	H: 0.7	I: 87.7
COc1ccc(-c2cc(C(F)(F)F)n3nc(C(=O)NCCCN4CCOCC4)cc3n2)cc1
  A: 36.5	B: 0.8	C: -2.5	D: -12.2	E: 4.0	F: -6.6	G: -1.2	H: -6.1	I: 93.0
Cc1cc(C)nc(N/N=C/c2ccccc2OCc2cccc(Br)c2)n1
  A: -1.9	B: -4.1	C: -3.7	D: -3.5	E: 2.8	F: 5.7	G: 5.1	H: -3.7	I: 119.3
COc1ccc(OC)c(C2C(C(=O)c3cc4ccccc4o3)=C(O)C(=O)N2c2cc(C)on2)c1 (configuration not stated)
  A: 8.4	B: 1.5	C: -3.5	D: -5.3	E: 1.9	F: 15.2	G: 20.6*	H: -17.7	I: 108.6
COc1ccc(C2C(C(=O)c3ccco3)=C(O)C(=O)N2Cc2cccnc2)cc1OC (configuration not stated)
  A: 84.5	B: 1.1	C: 3.0	D: 5.0	E: 3.4	F: -3.9	G: 0.6	H: -7.4	I: 97.8
CN(C)S(=O)(=O)c1cc(NC(=O)COC(=O)/C=C/c2ccco2)ccc1Cl
  A: 8.5	B: -16.1	C: 1.3	D: -11.8	E: 1.2	F: 6.6	G: 2.0	H: -2.5	I: 106.9
CSc1ccc(NC(=O)NCc2ccccc2)cc1
  A: 3.6	B: 5.1	C: -2.9	D: 3.3	E: 1.8	F: -5.4	G: -0.5	H: 6.6	I: 96.3
COc1cccc(/C=C2\SC(=S)N(C(C(=O)O)c3ccccc3)C2=O)c1OC (configuration not stated)
  A: 6.7	B: 1.2	C: 2.5	D: 16.2	E: 0.8	F: 2.7	G: 3.5	H: 7.9	I: 107.5
Cc1cccn2c(=O)c(C=O)c(N3CCN(c4ccccc4)CC3)nc12
  A: 3.4	B: -0.7	C: -6.8	D: 4.3	E: 3.1	F: 0.7	G: 4.3	H: -10.4	I: 87.9
Cc1ccc(S(=O)(=O)N2CCN(C(=O)c3c(-c4ccccc4)noc3C)CC2)cc1C
  A: -3.4	B: 0.3	C: -2.1	D: -0.9	E: 3.4	F: 3.8	G: 2.5	H: -2.8	I: 96.7
Cc1ccc(S(=O)(=O)N2[C@@H](c3cccc(Cl)c3)C(C(=O)O)=CC[C@H]2c2ccc(C(C)C)cc2)cc1
  A: -183.3	B: 1.4	C: -0.4	D: 2.5	E: 2.2	F: 18.0	G: 29.0*	H: 22.8	I: 95.1
CCc1c(O)nc(SCC(=O)Nc2ccccc2OC)n(-c2ccccc2C)c1=O
  A: 1.4	B: -0.5	C: 2.0	D: -11.7	E: -6.3	F: -5.1	G: 7.1	H: -12.6	I: 99.6
CC1CC/C(=N/Nc2ccccc2)C(=O)N1 (configuration not stated)
  A: -28.2	B: 4.0	C: -1.5	D: 1.7	E: 0.6	F: 2.2	G: -3.7	H: 12.3	I: 107.3
COc1ccc(NC(=O)COC(=O)CNS(=O)(=O)c2ccc(C)cc2)c(OC)c1
  A: 0.8	B: -27.9	C: 0.9	D: 4.4	E: 2.9	F: -5.8	G: -4.3	H: 11.9	I: 85.3
CO/N=C/NC(=O)c1cn(-c2ccc(F)cc2)c(=O)c2ccccc12
  A: 7.0	B: 2.4	C: -0.4	D: -0.7	E: 0.3	F: -3.4	G: -1.4	H: -3.6	I: 88.5
Cc1cc(Cl)ccc1OCCCC(N)=O
  A: -3.5	B: -0.9	C: -7.1	D: 2.3	E: 0.9	F: -0.7	G: -8.0	H: -0.2	I: 105.1
O=c1cc(N2CCOCC2)cnn1-c1ccccc1
  A: -15.2	B: 5.1	C: 3.7	D: -10.6	E: 1.9	F: -3.3	G: -3.3	H: 14.0	I: 85.6
Cc1ccc(-n2nc(-c3cccs3)cc2C(=O)NCC2CCCO2)c(C)c1 (configuration not stated)
  A: -12.8	B: -0.1	C: -0.6	D: -0.8	E: 1.7	F: 10.5	G: -9.0	H: 0.6	I: 99.5
CCOc1ccc(OCCSc2nnnn2C2CCCCC2)cc1
  A: 4.7	B: -3.3	C: -1.0	D: -1.2	E: 3.9	F: 3.8	G: 1.9	H: -7.8	I: 101.9
Cc1ccc(S(=O)(=O)NCCC(=O)Nc2ccc(Cl)c(Cl)c2)cc1
  A: 2.7	B: 2.3	C: -0.8	D: 3.5	E: 4.2	F: -0.5	G: 1.8	H: 6.4	I: 116.8
Cc1c(/C=N/NC(=O)c2ccccc2O)c2ccccn2c1C(=O)c1ccc(F)cc1
  A: 4.7	B: -1.0	C: 3.0	D: 4.2	E: 2.4	F: 26.3	G: 6.8	H: -1.8	I: 84.2
CCCCC1=CC2=CC(=O)C(C)(OC(=O)CC)C(=O)C2=CN1CCCCO (configuration not stated)
  A: 2.5	B: 3.2	C: -2.3	D: 13.8	E: 0.6	F: 7.5	G: 2.8	H: 5.0	I: 104.1
NS(=O)(=O)c1ccc(CCNC(=O)C(=O)NCC2OCCN2C(=O)c2ccc3c(c2)OCO3)cc1 (configuration not stated)
  A: -6.8	B: -0.9	C: -2.0	D: -2.1	E: 1.5	F: 9.6	G: -1.2	H: -19.6	I: 77.6
CC#CCN1c2ccccc2[C@]23C[C@@H](C(=O)OC)N(C(=O)c4cc(C)oc4C)C2=NC(C(=O)OC)=C(C(=O)OC)[C@H]13
  A: -1.2	B: -0.5	C: -3.6	D: 4.9	E: 2.9	F: 7.6	G: 1.3	H: 8.6	I: 92.7
Cc1csc(NC(=O)CN2CCCCCC2)n1
  A: -8.8	B: -0.6	C: -2.7	D: 3.4	E: -0.9	F: -4.3	G: 1.1	H: -4.3	I: 87.6
CCCn1nc(Oc2nc(NCC)nc(NCC)n2)ccc1=O
  A: 9.1	B: 0.3	C: -4.2	D: -1.5	E: -1.3	F: -0.8	G: -3.9	H: -9.5	I: 94.6
NC(=O)c1sc2nc3c(c(-c4cccnc4)c2c1N)CCC3
  A: -1.3	B: 4.1	C: 4.0	D: 1.2	E: -1.5	F: 1.3	G: -4.1	H: 7.9	I: 103.4
NC(=S)N/N=C1\CC(c2ccc3c(c2)OCCCO3)Oc2ccc(F)cc21 (configuration not stated)
  A: 15.5	B: 10.5	C: -1.3	D: -3.9	E: -0.1	F: 9.9	G: 4.0	H: -8.7	I: 110.1
Cc1cccc(N2CCN(C(=O)CN3CCOc4ccccc43)CC2C)c1 (configuration not stated)
  A: -2.5	B: -1.0	C: -0.9	D: -2.3	E: 2.7	F: -1.8	G: -3.2	H: 10.3	I: 88.6
COc1ccc(NC(=O)c2c(C)noc2C(C)C)cc1S(=O)(=O)N1CCCCC1
  A: -0.6	B: x	C: x	D: x	E: 2.5	F: x	G: 6.0	H: -3.0	I: 101.8
O=C(/C=C/c1cccc([N+](=O)[O-])c1)NCCSCc1ccc(Cl)cc1
  A: -2.0	B: -2.1	C: -2.1	D: -3.4	E: 4.0	F: -6.1	G: 11.5	H: -21.9	I: 105.2
CC(C)C(=O)N1CCC(c2nc(-c3ccc(S(=O)(=O)N4CCCC4)cc3)no2)CC1
  A: -36.1	B: 2.1	C: -2.6	D: 3.6	E: -0.3	F: -10.0	G: -1.5	H: 10.6	I: 117.6
O=C(NC(=S)Nc1cccc2cc(O)ccc12)c1ccccc1Br
  A: -19.4	B: 1.9	C: -3.1	D: 9.2	E: 4.7	F: 8.0	G: -1.0	H: -11.6	I: 108.3
COc1ccc(N2CCN(C(=O)COC(=O)c3c(-c4ccccc4)noc3C)CC2)cc1
  A: -3.0	B: x	C: x	D: x	E: 2.2	F: x	G: 3.9	H: 4.0	I: 84.3
O=c1c(-c2c(O)cc(O)c3c(=O)cc(-c4ccc(O)cc4)oc23)c(-c2ccc(O)cc2)oc2cc(O)cc(O)c12
  A: x	B: -2.5	C: 4.1	D: 10.0	E: 3.2	F: 23.6	G: 32.1*	H: 9.0	I: 98.0

Rewritten as labelled records: entries from further up
> COc1ccc(NC(=O)c2c(C)noc2C(C)C)cc1S(=O)(=O)N1CCCCC1
  GASC-1 inh: -0.6
  CTSL1 counter: x
  TPT1 inhibitor: x
  EBNA-1 inh: x
  PP5 inh: 2.5
  core dimer inh: x
  PP1 inh: 6.0
  ZTA counter: -3.0
  Yeast superoxide: 101.8

> CC#CCN1c2ccccc2[C@]23C[C@@H](C(=O)OC)N(C(=O)c4cc(C)oc4C)C2=NC(C(=O)OC)=C(C(=O)OC)[C@H]13
  GASC-1 inh: -1.2
  CTSL1 counter: -0.5
  TPT1 inhibitor: -3.6
  EBNA-1 inh: 4.9
  PP5 inh: 2.9
  core dimer inh: 7.6
  PP1 inh: 1.3
  ZTA counter: 8.6
  Yeast superoxide: 92.7

> O=c1cc(N2CCOCC2)cnn1-c1ccccc1
  GASC-1 inh: -15.2
  CTSL1 counter: 5.1
  TPT1 inhibitor: 3.7
  EBNA-1 inh: -10.6
  PP5 inh: 1.9
  core dimer inh: -3.3
  PP1 inh: -3.3
  ZTA counter: 14.0
  Yeast superoxide: 85.6

Source: PubChem BioAssay (several laboratories)
